EBV LMP1 NFkB: reduces LMP1-driven NF-kappaB luciferase signal; inhibition, % at 12.5 µM; AID 504558; actives 0.69% (n = 350,000); LMP1-induced NF-kappaB luciferase reporter cells, luminescence; in the data active = inhibition above about 41%;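 note: 0% = neutral control wells and 100% = reference inhibitor control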
C8 TRAIL sens: caspase-8 TRAIL sensitization | NB7+C8 cells + TRAIL, ATPlite viability luminescence | inhibition (viability loss, TRAIL sensitization), % at 10 µM | actives 1% (n = 360,000);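 active = compounds causing at least 50% loss of cell viability in the single-dose screen, relative to plate controls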
NR2F2 inh: blocks human COUP-TFII nuclear receptor | P24468 | HEK293T NGFI-A luciferase reporter, luminescence | inhibition, % at 8.6 µM | actives 0.7% (n = 370,000) | AID 686940;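 active = inhibition above a per-plate cutoff, mean inhibition of test wells between control levels plus 3 SD, cut at about 38% in these data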;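 note: cells cotransfected with COUP-TFII expression vector driving the NGFI-A reporter; 0% = median of COUP-TF2 test wells and 100% = reporter-only cells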
SRC1 inh: human NCOA1 inhibition; HEK293 GAL4-SRC1 luciferase reporter, luminescence; Q15788; inhibition, % at 3.6 µM; actives 0.12% (n = 360,000);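 active = inhibition above the campaign mean plus 3 SD, with each screening campaign given its own cutoff, cut at about 60% in these data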;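 note: 0% = DMSO treated cells and 100% = gossypol at 36 µM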
NOD2-RIPK2 inh: NOD2-RIPK2 protein interaction inhibition; O43353; CHO BLA complementation NOD2-RIPK2, CCF4 ratio; inhibition, % at 4.98 µM; actives 0.38% (n = 360,000); AID 624267; in the data active = inhibition above about 21%;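 note: 0% = vehicle only and 100% = reference blocker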
SRC3 inh: inhibitors of human steroid receptor coactivator 3 (SRC3); Q9Y6Q9; HEK293 GAL4-SRC3 luciferase reporter, luminescence; inhibition, % at 3.6 µM; actives 0.17% (n = 360,000);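 active = inhibition above a per-campaign cutoff, the mean of all compounds plus 3 SD, cut at about 60% in these data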;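 note: 0% = DMSO-treated cells and 100% = gossypol-treated cells at 36 µM; higher means less SRC3-driven luciferase light from the GAL4 reporter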
SRC2 inh: human SRC2 (NCOA2) inhibition | Q15596 | HEK293 GAL4-SRC2 luciferase reporter, luminescence | inhibition, % at 9 µM | actives 0.17% (n = 370,000);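 active = inhibition above the mean inhibition of all tested compounds plus 3 SD, set per campaign, cut at about 52% in these data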;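 note: 0% = DMSO treated cells and 100% = cells given Gossypol at 36 µM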
TROY signal inh: TROY signaling inhibition; Q293 LMP1-TROYcd NF-kB luciferase reporter, 4 h; inhibition, % at 10 µM; actives 0.98% (n = 360,000);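 active = compounds whose plate-normalised and pattern-corrected inhibition of the luciferase reporter signal at the single screening dose is 50% or more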
TLR9-MyD88 block: inhibitors of human TLR9-MyD88 binding. Q9NR96+Q99836. CHO BLA complementation TLR9-MyD88, CCF4 FRET ratio. inhibition, % at 4.98 µM. actives 0.21% (n = 340,000);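 active = inhibition above the mean over all tested compounds plus 3 SD, cut at about 21% in these data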;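 note: 0% = DMSO only wells and 100% = clavulanate BLA inhibitor control wells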
TWEAK-Fn14 inh: blocks TWEAK-Fn14 interaction in a reporter cell assay. TWEAK-stimulated Fn14 reporter cells, luciferase luminescence, 8 h. actives 2% (n = 360,000). inhibition, % at 10 µM. AID 1159606; in the data active = inhibition above about 50%
LRH-1 inv ag: suppresses constitutive activity of human LRH-1; HEK293T StAR-luciferase reporter, LRH-1 transfected, 24 h; inhibition, % at 3.6 µM; actives 0.13% (n = 360,000); AID 602396;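 active = inhibition above the mean inhibition of all tested compounds plus 3 SD, cut at about 73% in these data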;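 note: 0% = DMSO wells and 100% = reporter-only cells lacking LRH-1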
* marks the source's active call; other numbers are inactive results; . = no result given.

SMILES	EBV LMP1 NFkB	C8 TRAIL sens	NR2F2 inh	SRC1 inh	NOD2-RIPK2 inh	SRC3 inh	SRC2 inh	TROY signal inh	TLR9-MyD88 block	TWEAK-Fn14 inh	LRH-1 inv ag
COc1cc(NC(=O)c2ccco2)c(OC)cc1NC(=O)CCC(=O)Nc1cc(C)cc(C)c1	-8	-17	0	0	3	12	15	10	0	7	0
Cn1c(=O)c2c(nc(N3CCCCCC3)n2CCSc2nc3ccccc3o2)n(C)c1=O	-14	-15	-2	3	-7	3	-21	-15	1	-12	19
Cc1cc2n(n1)SC(Nc1cccc3ccccc13)N2 (configuration not stated)	-13	-21	2	-55	-5	-44	-41	20	2	19	-44
CCCNC(=O)CCn1cc(-c2ccc(OC)cc2)nc1-c1ccncc1	-7	8	12	-7	10	18	0	-1	-14	-3	-12
CCOC(=O)CSC1=C(C#N)C(c2ccco2)C(C(=O)Nc2cccc(C(F)(F)F)c2)=C(C)N1 (configuration not stated)	5	-12	21	10	-1	-5	-3	5	-5	1	-4
CC1(c2ccc(OC(F)F)cc2)NC(=O)N(CC(=O)NCCC2=CCCCC2)C1=O (configuration not stated)	-3	-22	21	-7	7	-1	-11	19	-3	-2	6
CCOc1ccc(C(CCc2ccccc2)NC(=O)c2ccccc2F)cc1OCC (configuration not stated)	9	-3	-1	0	2	-9	-4	2	-10	6	-13
c1ccc(-c2noc(CCC3CCCC3)n2)cc1	-25	2	17	-10	-5	8	-52	-27	-1	-19	-10
CC(=O)Nc1ccc(NC(=O)c2cc(C3CC3)nc3c2cnn3C(C)C)cc1	-7	1	4	5	-9	20	-4	-19	1	-44	-19
CC1(C)CC(=O)N(c2cc(Cl)cc(Cl)c2)C(=O)C1	-9	12	11	-4	-10	-2	-12	-21	-9	8	-11
CC(=O)c1ccc(OCC(=O)NC(=O)NC2CCCCC2)cc1	13	-26	11	-2	-2	-8	-13	28	-13	3	8
COc1ccc(N/C=C/C(=O)c2ccc(C)cc2)c([N+](=O)[O-])c1	-24	42	-38	-137	-9	-76	-106	-23	-3	19	-120
CC[C@H](NC(=O)c1c(C)c(-c2ccccc2)nc2ccccc12)c1ccccc1	5	-7	-12	1	-3	-18	-8	-4	1	5	6
Cc1noc(C)c1C(=O)Nc1ccc(F)c(F)c1	0	8	-7	6	5	6	-19	-5	8	-1	18
CCOC(=O)C(C)n1nc(/C=C/c2ccccc2)ccc1=O (configuration not stated)	-6	-2	-32	-25	-14	6	-20	-40	-6	-12	-18
O=c1cc(CSc2nnnn2-c2ccccc2)nc2sccn12	1	1	-15	-20	2	-31	3	0	-12	20	2
Cc1ccc(CN2CCNC(=O)C2CC(=O)N(C)CCc2cnn(C)c2)cc1 (configuration not stated)	-2	-4	2	14	-10	10	-14	0	0	-5	7
Cc1oc(/N=C/c2ccc(F)cc2)c(C#N)c1C	-7	2	-12	-25	11	18	-9	-9	-3	15	2
Cc1cc(C(=O)N2CCN(c3ccc([N+](=O)[O-])cc3)CC2)no1	1	8	13	3	-11	14	3	-2	0	-4	-5
O=C(NC(=S)NC1CCCC1)c1ccccc1Br	-11	-9	-2	1	-4	-17	1	-29	2	-21	18
CC1(C)OC(=O)C=C(CC2NS(=O)(=O)OC3CCCCC23)O1 (configuration not stated)	-7	1	3	-3	-5	-14	-22	-23	-1	-9	8
N#Cc1c(-c2ccccc2)nc(SCC(=O)N(c2ccccc2)c2ccccc2)[nH]c1=O	5	-6	11	-5	10	14	-11	18	-11	4	5
O=C(Nc1cccc(C(=O)N2CCCC2)c1)C1CCCCC1	-7	-8	-5	-7	3	4	-2	-14	5	-14	-5
COC(=O)c1ccc(NC(=O)Nc2ccc3c(c2)OCO3)cc1	-29	2	-23	-72	-21	-27	-28	-49	-2	-49	-38
O=C(O)CCCCCN1C(=O)c2ccc(C(=O)O)cc2C1=O	-3	6	12	-1	-8	17	2	-4	2	1	11
CC(=O)C1C(c2ccccc2)c2c(noc2C)CC1(C)O (configuration not stated)	0	-23	16	-3	-8	20	-13	-14	-9	9	-14
CN(c1ccccc1)S(=O)(=O)c1ccc(Cl)c(C(=O)Nc2ccc(-c3nc4ccccc4[nH]3)cc2)c1	7	-20	13	-8	0	25	1	-13	-7	43	1
C/C=C/C(=O)OCC(=O)Nc1cccc(F)c1	-7	-2	-6	3	-8	12	-25	-21	-6	-14	-5
Cc1ccc(NC(=O)O/N=C2\CCCCC2c2ccc([N+](=O)[O-])cc2[N+](=O)[O-])cc1 (configuration not stated)	1	2	7	4	2	-10	-21	-20	8	-25	-23
O=C(Nc1cccc(F)c1)Nc1ccc2c(c1)OCO2	-20	14	-43	-69	7	-57	-52	-72	-2	-36	-103
COc1cc2[nH]c(=O)n(CCC(=O)NCCCN3CCN(c4ccccc4F)CC3)c(=O)c2cc1OC	-7	-13	-22	-5	-14	-2	2	-2	-7	-12	15
COc1cccc(C2CC(c3ccc(Cl)cc3Cl)n3nc(N)nc3N2)c1 (configuration not stated)	5	3	19	-2	3	14	-5	-19	3	-6	-2
COc1ccc(CCN(C)C/C=C/c2ccccc2[N+](=O)[O-])cc1OC	11	-1	-10	-16	-2	-37	-22	6	-7	-3	14
Cc1ccc(NC(=O)Cn2c(O)c(N=NC(=O)c3ccncc3)c3ccccc32)cc1	1	-3	.	-2	0	15	.	9	1	-20	4
CCCCc1ccc(NC(=S)NCc2cccs2)cc1	-3	1	6	-19	-8	-7	-30	-12	-7	-24	-10
Cn1c(NC(=O)c2ccc(Br)o2)cc(=O)n(C)c1=O	8	0	-8	-1	-16	-7	-39	-4	2	2	16
COc1ccccc1CNS(=O)(=O)c1ccc(-n2cnnn2)c(OC)c1	3	-9	3	1	-5	-1	-10	17	-1	-2	-3
COc1ccc(N2C(=O)CC(NCCNc3ccc([N+](=O)[O-])cn3)C2=O)cc1 (configuration not stated)	-2	0	-14	17	0	19	5	9	-10	-19	-9
CCN(CC)CCNC(=O)c1ccc(NC(=O)Nc2cccc3ccccc23)cc1	3	2	-7	-2	-5	14	-22	3	5	9	16
CCN(CC)CCC(c1ccc(N(C)C)cc1)c1c(O)cc(OC)cc1OC (configuration not stated)	-5	-14	-22	2	-10	6	15	-15	-3	-7	2
O=C(c1ccc(S(=O)(=O)Nc2ccccc2Cl)cc1)N1CCCC1	3	-10	-11	-16	1	-6	15	17	-7	5	-6
CN(c1ccccc1)S(=O)(=O)c1ccc(C(=O)NCc2cccs2)cc1	-9	-2	19	2	-8	9	12	6	8	8	-6
CC(C)N(C(=O)C(=O)c1cccn1-c1ccccc1C#N)C(C)C	-6	-14	-20	-10	-2	9	4	0	-10	-13	14
CCCCCc1c(Cc2ccccc2)ncn1CCc1ccccc1OC	.	39	26	.	-7	.	11	50	.	24	18
O=C(NC1CCCCCC1)C(=S)NC1CCCCC1	-41	-1	-11	-16	2	4	-10	-43	-4	-7	-18
O=C(O)C1C2CC2CN1C(=O)c1ccc(Cl)cc1 (configuration not stated)	6	9	6	-4	0	5	2	-6	.	13	-10
O=C(CCc1ccccc1)Nc1ccc(Cl)cn1	-5	6	-29	-36	0	-25	-25	-55	-10	-9	-23
COc1cccc(C2c3[nH]c4ccccc4c3C[C@H]3C(=O)N(CCCOC(C)C)CC(=O)N23)c1 (some centres not stated)	5	4	8	1	5	7	-15	3	5	-3	25
N=c1c(C(=O)NCC2CCCO2)cc2c(=O)n3ccccc3nc2n1Cc1cccnc1 (configuration not stated)	5	-1	-1	-8	-1	33	-20	-2	-19	-8	-14
CC(=O)Nc1cc(NC(C)=O)cc(C(=O)N2CCCC3CCCCC32)c1 (configuration not stated)	4	11	7	-23	-4	3	0	14	-9	6	10
O=C(NC1CCCCC1)C(c1cccs1)N(C(=O)C(F)(F)F)c1ccccc1 (configuration not stated)	-2	8	2	-3	-8	-14	3	-33	-1	-1	-10
O=C(O)CC/C(=N\NC(=O)CNC(=O)/C=C/c1ccccc1)c1ccccc1	-4	-17	-16	-12	-9	4	12	-4	1	-1	21

15 compounds out of the list, arranged by SMILES length, rising.
SMILES	EBV LMP1 NFkB	C8 TRAIL sens	NR2F2 inh	SRC1 inh	NOD2-RIPK2 inh	SRC3 inh	SRC2 inh	TROY signal inh	TLR9-MyD88 block	TWEAK-Fn14 inh	LRH-1 inv ag
O=C(CCc1ccccc1)Nc1ccc(Cl)cn1	-5	6	-29	-36	0	-25	-25	-55	-10	-9	-23
CCCCc1ccc(NC(=S)NCc2cccs2)cc1	-3	1	6	-19	-8	-7	-30	-12	-7	-24	-10
O=C(O)C1C2CC2CN1C(=O)c1ccc(Cl)cc1 (configuration not stated)	6	9	6	-4	0	5	2	-6	.	13	-10
CCCCCc1c(Cc2ccccc2)ncn1CCc1ccccc1OC	.	39	26	.	-7	.	11	50	.	24	18
Cn1c(NC(=O)c2ccc(Br)o2)cc(=O)n(C)c1=O	8	0	-8	-1	-16	-7	-39	-4	2	2	16
CC(C)N(C(=O)C(=O)c1cccn1-c1ccccc1C#N)C(C)C	-6	-14	-20	-10	-2	9	4	0	-10	-13	14
COc1ccccc1CNS(=O)(=O)c1ccc(-n2cnnn2)c(OC)c1	3	-9	3	1	-5	-1	-10	17	-1	-2	-3
CCN(CC)CCC(c1ccc(N(C)C)cc1)c1c(O)cc(OC)cc1OC (configuration not stated)	-5	-14	-22	2	-10	6	15	-15	-3	-7	2
CN(c1ccccc1)S(=O)(=O)c1ccc(C(=O)NCc2cccs2)cc1	-9	-2	19	2	-8	9	12	6	8	8	-6
CCN(CC)CCNC(=O)c1ccc(NC(=O)Nc2cccc3ccccc23)cc1	3	2	-7	-2	-5	14	-22	3	5	9	16
O=C(NC1CCCCC1)C(c1cccs1)N(C(=O)C(F)(F)F)c1ccccc1 (configuration not stated)	-2	8	2	-3	-8	-14	3	-33	-1	-1	-10
O=C(O)CC/C(=N\NC(=O)CNC(=O)/C=C/c1ccccc1)c1ccccc1	-4	-17	-16	-12	-9	4	12	-4	1	-1	21
N=c1c(C(=O)NCC2CCCO2)cc2c(=O)n3ccccc3nc2n1Cc1cccnc1 (configuration not stated)	5	-1	-1	-8	-1	33	-20	-2	-19	-8	-14
COc1ccc(N2C(=O)CC(NCCNc3ccc([N+](=O)[O-])cn3)C2=O)cc1 (configuration not stated)	-2	0	-14	17	0	19	5	9	-10	-19	-9
COc1cccc(C2c3[nH]c4ccccc4c3C[C@H]3C(=O)N(CCCOC(C)C)CC(=O)N23)c1 (some centres not stated)	5	4	8	1	5	7	-15	3	5	-3	25

Source: PubChem BioAssay

A portion of the library; the hit share may differ from the screen's.
